PGC1a acetyl inh: inhibitors of PGC1a acetylation signal, primary screen, cell-based, U2OS, AlphaScreen, inhibitor mode | AID 651687, 2012 | AlphaScreen anti-acetyl-lysine; with virally co-expressed GCN5 acetyltransferase | 350,000 tested, 0.17% active | inhibition, % at 15.6 µM;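 active = every replicate shows inhibition of at least 40%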;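 note: 0% = neutral control wells and 100% = positive control wells; some results beyond the cut were filed as inactive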
LGR2 inh: inhibitors of bursicon-induced LGR2 CRE-luciferase signal, primary screen, cell-based, HEK293, CRE-luciferase reporter, bursicon stimulation. Drosophila bursicon receptor LGR2 (rickets). bursicon-stimulated, 4 h. inhibition, % at 9.99 µM. 380,000 tested, 0.35% active. AID 720647, 2013;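 active = drop in luminescence signal, shown as inhibition above about 50% in the replicate tests, limit read from the data, passing the limit was not always enough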;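 note: agonist challenge used bursicon conditioned medium at about half maximal strength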
Casp6 inh: human caspase-6 inhibitors, primary screen, biochemical, VEID-R110 fluorescence, single point, set 2; purified caspase-6, Z-VEID-R110 cleavage fluorescence; inhibition, % at 12.5 µM; AID 686996, 2013; 350,000 tested, 0.53% active; P55212;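 active = mean inhibition across replicates at least about 35%, with every replicate also reaching that limit, limit read from the data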;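 note: 0% = median of neutral control wells and 100% = no fluorescence left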
Target sequence (P55212 24-179 limits assumed): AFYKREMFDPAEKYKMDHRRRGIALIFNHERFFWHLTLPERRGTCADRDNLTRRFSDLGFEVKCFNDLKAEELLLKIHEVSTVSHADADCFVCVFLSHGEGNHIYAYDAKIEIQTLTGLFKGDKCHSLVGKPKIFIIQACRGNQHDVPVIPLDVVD
Target sequence (P55212 194-293 limits assumed): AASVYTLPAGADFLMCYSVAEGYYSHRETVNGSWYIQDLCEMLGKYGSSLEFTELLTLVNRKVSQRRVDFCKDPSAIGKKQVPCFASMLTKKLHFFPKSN
FN deposit inh: inhibitors of fibronectin matrix deposition, primary screen, AH1F cells, Alexa488-fibronectin fluorescence, plate reader. AH1F fibroblasts, overnight. inhibition, % at 12.6 µM. 350,000 tested, 0.086% active;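 active = mean inhibition across replicates of 30% or more, regardless of how many single replicates reach that level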;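 note: positive control wells lacked labelled fibronectin entirely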
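material = AH1F fibroblast monolayer depositing Alexa488-labelled fibronectin into matrix | amount = 10000 AH1F cells/well | buffer or medium = DMEM plus 2% serum, read in PBS | incubation = 1 h cell adhesion before compound, then overnight fibronectin incubation | detection = fluorescence at 485 nm excitation, 525 nm emission | evaluation = percent inhibition as loss of matrix-bound fibronectin fluorescence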
Cneo AK release: Cryptococcus neoformans cell lysis inducers, primary screen, AK release luminescence, single concentration | C. neoformans lysis, adenylate kinase release luminescence, 4 h; normalised: neutral wells 0, clomiphene wells 100 | lysis activity, % at 15 µM | AID 651654, 2012 | 360,000 tested, 0.2% active;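 active = mean lysis activity across replicates of at least 80%, whatever share of replicates individually reach that level; inactive = mean lysis activity below 80%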
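Test system: log-phase Cryptococcus neoformans yeast cells. Input: 5 × 10^6 yeast cells/mL. Medium: fresh YPD growth medium. Doses: single dose. Incubation: static 4 h at 37 °C with compound, 1 h detection. Measured by: luminescent adenylate kinase detection reagent. Read-out: signal increase indicating cell lysis. Benchmarks: Clomiphene.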
PAX8 inh HTS: inhibitors of PAX8-driven TPO luciferase reporter, primary screen, RMG-I cells, single concentration. SteadyGlo, 24 h. 360,000 tested, 1.2% active. inhibition, % at 12.6 µM;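 active = mean replicate inhibition at least 60% with every replicate also reaching 60%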;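 note: luciferase light reporting Pax8 driven TPO promoter activity; plate controls were median of neutral control wells for no effect and mitoxantrone controls for full effect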
EWS-Fli block: EWS/Fli-driven NR0B1 reporter inhibitors, primary screen, A673 cells, NR0B1 luciferase, luminescence, MLPCN library; inhibition, % at 12.6 µM; viability-normalised; 350,000 tested, 0.67% active;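 active = mean inhibition of at least 50% after viability correction, with every replicate also passing that limit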;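 note: firefly luciferase signal divided by Alamar Blue viability fluorescence both relative to DMSO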
miR-122 sensor: miR-122 Renilla sensor signal increase in Huh7, primary screen, miR-122 inhibitor project, cell-based, single point, plate reader; Huh7 miR-122 Renilla luciferase sensor, 48 h; neutral wells = 0, positive control = 100; activation (reporter increase), % at 12.5 µM; 340,000 tested, 0.3% active; AID 602342, 2012;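 active = mean replicate activation score at least 90 and every replicate individually at or above 90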;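 note: higher luciferase means less miR-122 activity so hits act as miR-122 inhibitors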
The depositor's hits bear a star; · = no result given; [ ] = dose if it differs, or a comment.

Sample of the layout, 2 compounds:
SMILES	PGC1a acetyl inh	LGR2 inh	Casp6 inh	FN deposit inh	Cneo AK release	PAX8 inh HTS	EWS-Fli block	miR-122 sensor
O=C(CCc1ccccn1)N1CCCC(N2CCN(c3ccc(F)cc3)CC2)C1 (centres undefined)	4	-7	-3	-1	0	6	2	-8
Cc1ccccc1CN(c1ccc(C(=O)N2CCN(C)CC2)cc1)S(C)(=O)=O	8	-4	-2	-6	3	5	9	-5

The list itself (from the top)
SMILES	PGC1a acetyl inh	LGR2 inh	Casp6 inh	FN deposit inh	Cneo AK release	PAX8 inh HTS	EWS-Fli block	miR-122 sensor
O=C(CCc1ccccn1)N1CCCC(N2CCN(c3ccc(F)cc3)CC2)C1 (centres undefined)	4	-7	-3	-1	0	6	2	-8
Cc1ccccc1CN(c1ccc(C(=O)N2CCN(C)CC2)cc1)S(C)(=O)=O	8	-4	-2	-6	3	5	9	-5
COc1ccc(OCCN2C(=O)c3ccccc3C2=O)c([N+](=O)[O-])c1	·	-28	-4	·	4	-43	-41	-1
Cn1c(Cl)c(/C=N/OC(=O)c2ccc(Cl)cc2)c2ccccc21	14	18	·	·	4	·	·	2
Cc1ccc(C(=O)N/C(=C\c2cccs2)C(=O)NCc2ccncc2)cc1	-4	2	·	1	-1	·	·	16
CO[C@@H]1CN(C)C(=O)c2ccc(NC(=O)NC(C)C)cc2OC[C@H](C)N(CCC(F)(F)F)C[C@H]1C	-5	8	2	-5	2	·	5	-24[16.7 µM]
Cc1cc(C)cc(OCC(=O)NN2C(=O)c3ccccc3C2=O)c1	·	8	0	-3	·	-7	1	·
CCc1cc(C(=O)c2ccc(OC)cc2)c(NC(=O)CN2CCCC2)s1	·	16	-4	2	3	11	16	-2
N=c1c2c3c(sc2ncn1CCCO)CCCC3	9	-5	·	·	-1	·	·	-5
COc1ccc(OC)c(NC(=O)C2(C)CCN2C(=O)CC2CC2)c1 (centres undefined)	·	·	-1	9	-18	12	10	·
CCC(C)NC(=O)Cn1ccc2cc(S(=O)(=O)N3CCCCCC3)ccc21 (centres undefined)	·	0	6	14	1	10	4	·
COC(=O)C[C@@H]1C=C[C@H](NS(=O)(=O)c2ccc(OC)cc2)[C@@H](CO)O1	1	1	-1	0	12	0	5	·
CCOC(=O)C1(CCc2ccccc2)CCN(C(=O)c2ccoc2)CC1	-12	14	3	0	1	-13	-8	4
CCCn1nnc(NC(=S)NC(=O)c2ccc(-c3ccc(Br)cc3)o2)n1	-8	-6	4	0	·	-17	12	-1
COc1ccc(CNC(=O)c2c(O)c3cc(OC)c(OC)cc3[nH]c2=O)cc1OC	2	-14	-3	1	-1	-1	4	0
O=C(C[C@H]1C[C@@H]2c3cc(NC(=O)Nc4ccc(C(F)(F)F)cc4)ccc3O[C@@H]2[C@@H](CO)O1)NCC1CC1	8	14	3	·	-3	44	4	10[16.7 µM]
C[C@@H]1CN([C@H](C)CO)C(=O)c2cc(NC(=O)CCC(F)(F)F)ccc2O[C@@H](C)CCCCO[C@H]1CN(C)C(=O)Nc1ccc(F)cc1	-1	-1	2	-6	4	1	-3	3[16.7 µM]
O=C(NN1CCOCC1)c1cc(S(=O)(=O)Nc2cccc(C(F)(F)F)c2)ccc1Cl	·	-3	-1	3	·	14	3	·
CCN(C(=O)COc1cccnc1[N+](=O)[O-])C1CCS(=O)(=O)C1 (centres undefined)	·	·	2	2	0	6	-19	-11
C[C@@H]1CN([C@@H](C)CO)C(=O)c2cc(NC(=O)Nc3ccc(F)cc3)ccc2O[C@@H]1CN(C)Cc1ccncc1	-2	4	-3	·	58	-8	1	5[16.7 µM]
O=C1CS/C(=N\C(=O)N2c3ccccc3Sc3ccccc32)N1	·	·	·	-4	1	5	·	-11
CCCn1c(=O)c2ccccc2n2c(SCC(N)=O)nnc12	0	8	0	2	0	1	9	-3
Cc1cc(NC(=O)CN(C)CC(=O)Nc2ccc(F)c(F)c2F)no1	-6	14	-1	-5	0	12	3	0
Nc1nncn1C(=O)c1cc(Br)ccc1Cl	-3	·	·	-8	1	0	·	-4
CO[C@@H]1CN(C)C(=O)c2ccc(NS(C)(=O)=O)cc2OC[C@@H](C)N(C(=O)C2CCC2)C[C@@H]1C	·	0	-1	-7	-3	-2	-3	4[16.7 µM]
COc1ccccc1N1C(=O)C2C(C(=O)c3ccccc3)=NN(c3ccccc3)C2C1=O (centres undefined)	3	-3	-5	-17	·	4	12	·
Cc1ccc2[nH]c3c(=O)n(CC(=O)N4CCN(C)CC4)ncc3c2c1	2	-19	-2	-5	-7	-1	6	1
COc1ccc(N=C2C(=S)N(c3ccc(OC)cc3)C(=NS(=O)(=O)c3ccccc3)N2c2ccccc2)cc1	1	19	-3	-5	·	-104	-31	2
CC(C)Oc1cccc(C(=O)C2CCCN(C(=O)c3ccccn3)C2)c1 (centres undefined)	2	10	-2	4	·	-10	·	4
C[C@H]1CCCCO[C@@H](CN(C)Cc2ccc(C(F)(F)F)cc2)[C@@H](C)CN([C@@H](C)CO)C(=O)c2cc(NC(=O)CCCN(C)C)ccc2O1	-22	-4	-1	·	5	·	10	-14[16.7 µM]
CCCNC(=O)N1[C@@H](C#N)[C@@H](c2ccc(C#Cc3cccc(F)c3)cc2)[C@@H]1CO	-20	9	1	4	-3	0	-7	·
CO[C@H](CN(C)C(=O)c1ccccc1F)[C@@H](C)CN([C@@H](C)CO)S(=O)(=O)c1ccc(F)cc1	-5	1	-1	-12	-1	·	0	·
O=C(CC(Nc1ccccc1Cl)C(=O)O)c1ccccc1 (centres undefined)	·	22	3	4	·	-69	-75	·
COc1ccc(-c2ccc(C(=O)NCc3ccc(C(F)(F)F)cc3)c3occc23)c(C)c1	-12	-21	-2	-2	0	15	16	4
COc1ccc(CCC(=O)NCCc2nc3ccccc3[nH]2)cc1	4	-1	4	6	·	-6	3	·
CN1CCN(C(=O)C[C@@H]2C[C@@H]3c4cc(NC(=O)Cc5ccncc5)ccc4O[C@@H]3[C@H](CO)O2)CC1	1	5	-14	·	-3	-18	-14	2[16.7 µM]
CO[C@H]1CN(C)C(=O)c2ccc(NC(=O)c3ccc(F)cc3)cc2OC[C@H](C)N(C(=O)c2ccc(F)cc2)C[C@@H]1C	0	7	1	2	1	-7	0	-1[16.7 µM]
Cc1[nH]nc2nc(SCC(=O)NC3CCCCC3)n(-c3ccc(Br)cc3)c(=N)c12	·	11	0	-17	5	109*	·	·
O=C(C[C@@H]1C[C@@H]2c3cc(NC(=O)C4CCC4)ccc3O[C@@H]2[C@@H](CO)O1)NC1CCCC1	2	-5	0	0	-4	-3	-2	-2[16.7 µM]
COc1cc(C2=NOC(C(=O)N3CCN(c4ccc(F)cc4)CC3)C2)cc(OC)c1OC (centres undefined)	-24	10	·	-3	0	·	·	-4

Three compounds out of the list, sorted by SMILES length, smallest number first:
SMILES	PGC1a acetyl inh	LGR2 inh	Casp6 inh	FN deposit inh	Cneo AK release	PAX8 inh HTS	EWS-Fli block	miR-122 sensor
COc1ccccc1N1C(=O)C2C(C(=O)c3ccccc3)=NN(c3ccccc3)C2C1=O (centres undefined)	3	-3	-5	-17	·	4	12	·
COc1ccc(N=C2C(=S)N(c3ccc(OC)cc3)C(=NS(=O)(=O)c3ccccc3)N2c2ccccc2)cc1	1	19	-3	-5	·	-104	-31	2
CO[C@H]1CN(C)C(=O)c2ccc(NC(=O)c3ccc(F)cc3)cc2OC[C@H](C)N(C(=O)c2ccc(F)cc2)C[C@@H]1C	0	7	1	2	1	-7	0	-1[16.7 µM]

Additional compounds follow.
SMILES	PGC1a acetyl inh	LGR2 inh	Casp6 inh	FN deposit inh	Cneo AK release	PAX8 inh HTS	EWS-Fli block	miR-122 sensor
O=C(NCCN1CCCC1)[C@@H]1N[C@@H]2c3ccc(-c4ccccc4)c(=O)n3C[C@@H]2[C@H]1CO	·	10	1	·	5	-4	-5	1[16.7 µM]
N#Cc1cccc(-c2ccc3c(c2)[C@H]2[C@H](CCN2Cc2ccncc2)[C@H](CO)N3)c1	-6	2	-1	15	-3	54	5	-9[16.7 µM]
COc1ccc(C(C(=O)NC(C)(C)C)n2c(-c3ccc(=O)[nH]c3)nc3ccccc32)cc1 (centres undefined)	·	0	-2	0	·	38	-32	·
COc1ccc2cc(C(=O)CS(=O)(=O)c3ccc(Cl)cc3)c(=O)oc2c1	·	5	4	4	·	-15	-9	·
Cc1ccc(CSC2=NCCN2C(=O)c2ccc([N+](=O)[O-])cc2)cc1	-16	11	-4	-8	·	2	-2	1
Cc1occc(=O)c1OC(=O)Nc1ccc(Cl)c(Cl)c1	·	28	2	9	·	·	-9	·
CC(=O)c1ccc(NC(=S)NCc2ccc(Cl)cc2Cl)cc1	·	6	0	-3	·	15	0	12
CC(=O)Nc1cc(-c2cccc(C)c2)cn2c(-c3ccc(S(C)(=O)=O)cc3)cnc12	·	4	4	·	-2	6	-1	-1
CCN(CC)c1ccc(S(=O)(=O)N2CCOCC2)cc1NC(=O)COC(=O)COc1ccccc1C	2	23	2	·	3	-1	-2	6
COCCCNC(=O)c1c(NC(=O)c2cccs2)sc2c1CCCC2	-27	·	·	-5	1	11	·	-5
O=C1c2cccc3c(O)ccc(c23)C(=O)N1c1ccc(Cl)cc1	·	-18	-16	3	0	102*	26	-9
Cc1ccc(S(=O)(=O)Nc2ccc3c(c2)C(=O)N([C@@H](C)CO)C[C@H](C)[C@@H](CN(C)S(C)(=O)=O)OCCCC[C@@H](C)O3)cc1	2	5	-2	-7	1	-6	-8	11[16.7 µM]
O=C(NCc1cccnc1)c1ccc(N2CCOCC2)c([N+](=O)[O-])c1	·	-18	-1	-1	·	0	7	·
CCCP(=O)(CCC)CCP(=O)(c1ccccc1)c1ccccc1	·	·	-4	5	·	11	6	·
C[C@H](CO)N1C[C@H](C)[C@H](CN(C)CC2CCCCC2)OCCCC[C@H](C)Oc2ccc(NS(=O)(=O)c3cn(C)cn3)cc2C1=O	·	-2	-2	·	-3	-3	-2	-2[16.7 µM]
C[C@H]1CCCCO[C@H](CN(C)C(=O)C2CCCCC2)[C@@H](C)CN([C@@H](C)CO)C(=O)c2cc(NC(=O)c3ccncc3)ccc2O1	3	-1	-1	·	0	-8	2	10[16.7 µM]

Compound activity (PubChem)
